Tb PGK inh = inhibitors of T. brucei phosphoglycerate kinase; P07378; PGK/GAPDH coupled, Kinase-Glo luminescence, 60 min; Potency, µM (highest dose often 57.5 µM), for inactives: top-dose activity change, negative = inhibition, most hits filed as inhibitors; 0.043% of 380,000 active; AID 602233; note: % is set by controls: 0 for no effect and ±100 for the full control effect; nearly all actives have a fitted effect of over 60% in size
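Recombinant glycosomal PGK reaction used 1,3-bisphosphoglycerate generated in-well by GAPDH (100nM final) in 100mM TEA pH 7.6, 5mM MgCl2, 0.01% Tween-20. After 60 minutes at room temperature, ATP was read by Kinase-Glo Plus luminescence end-point.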
GLS inhibitor = glutaminase GLS (human) inhibition | 0.21% of 410,000 active | O94925 | Potency, µM (series often up to 45.5 µM), inactives show at the highest dose activity change, negative = inhibition, most hits filed as inhibitors | GLS enzymatic activity, qHTS titration; note: % is set by controls: 0 for no effect and ±100 for the full control effect
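Read-out is an Amplex red fluorescence increase coupled through glutamate oxidase and HRP, measured before and after 30 min room-temperature incubation. hKGA is in 45 mM KH2PO4 (pH 8.2) with 0.02% Tween-20; glutamine added as 1mM solution.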
HP1b chromo inh = HP1-beta chromodomain-methylated histone interaction inhibition; P83916; AlphaScreen HP1-beta / biotin-H3K9me3 peptide binding; Potency, µM (titrated, usually from 114 µM), without a hit: at the top dose activity change, negative = inhibition, actives largely listed as inhibitors; 0.56% of 390,000 active; AID 540317; note: nearly all actives have a fitted effect of over 70% in size; inactives centre near 23
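HP1-beta protein (50 nM final) preincubated 30 min at room temperature with biotinylated H3(1-18)K9me3 peptide (50 nM) in PBS pH 7.4, 0.01% Tween-20, then compound added for 30 min. AlphaScreen streptavidin donor/nickel chelate acceptor beads (10 ug/mL final), 30 min dark, luminescence read.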
Pol iota inh = inhibitors of human DNA polymerase iota; 1% of 390,000 active; Pol iota fluorescent replication assay, 10 min; Potency, µM (series often up to 115 µM), without a hit: at the highest dose activity, negative = inhibition, usual class: inhibitors
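Pol iota at 10 nM preincubated 15 min with compounds at room temperature; reaction started with fluorescent substrate, 50 nM final. Fluorescence read kinetically at 0 and 10 min; buffer-only wells as negative control.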
BLM helicase inh = blocks DNA unwinding by human BLM helicase; recombinant BLM DNA unwinding, fluorescence dequenching; AID 2528; 0.2% of 350,000 active; Potency, µM (highest dose often 56.1 µM), for the others: top-dose activity change, negative = inhibition, usual class: inhibitors;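 note: plate controls were vehicle for no effect and no enzyme for full effect; nearly all actives have a fitted effect of over 35% in size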
Pin1 inh = blocks the human prolyl isomerase Pin1; Potency, µM (top dose mostly 115 µM), for the others: at the top dose activity, negative = inhibition, hits mostly inhibitors; Pin1 FP peptide displacement, HiFluor488, 10 min; 0.009% of 390,000 active; Q13526; AID 504891; active = well fitted inhibition curve with a large enough effect in the polarisation, with a control signal flat, not every such curve was filed as active; inconclusive = small, poorly fitted or top-dose-only effect, or effect the other way, or a change in a side signal; inactive = no such curve, though single readings can be large or run the other way; the % refers to the polarisation; note: % is set by controls: 0 for no effect and ±100 for the full control effect
JMJD2A Tudor = inhibitors of human JMJD2A Tudor domain | O75164 | AlphaScreen JMJD2A-Tudor / H3K4me3 peptide binding | Potency, µM (series often up to 114 µM), inactives show top-dose activity change, negative = inhibition, hits mostly inhibitors | 4.4% of 390,000 active; note: % is set by controls: 0 for no effect and ±100 for the full control effect; nearly all actives have a fitted effect of over 50% in size
Target sequence (O75164 whole entry, looked up, the tested form may be a part): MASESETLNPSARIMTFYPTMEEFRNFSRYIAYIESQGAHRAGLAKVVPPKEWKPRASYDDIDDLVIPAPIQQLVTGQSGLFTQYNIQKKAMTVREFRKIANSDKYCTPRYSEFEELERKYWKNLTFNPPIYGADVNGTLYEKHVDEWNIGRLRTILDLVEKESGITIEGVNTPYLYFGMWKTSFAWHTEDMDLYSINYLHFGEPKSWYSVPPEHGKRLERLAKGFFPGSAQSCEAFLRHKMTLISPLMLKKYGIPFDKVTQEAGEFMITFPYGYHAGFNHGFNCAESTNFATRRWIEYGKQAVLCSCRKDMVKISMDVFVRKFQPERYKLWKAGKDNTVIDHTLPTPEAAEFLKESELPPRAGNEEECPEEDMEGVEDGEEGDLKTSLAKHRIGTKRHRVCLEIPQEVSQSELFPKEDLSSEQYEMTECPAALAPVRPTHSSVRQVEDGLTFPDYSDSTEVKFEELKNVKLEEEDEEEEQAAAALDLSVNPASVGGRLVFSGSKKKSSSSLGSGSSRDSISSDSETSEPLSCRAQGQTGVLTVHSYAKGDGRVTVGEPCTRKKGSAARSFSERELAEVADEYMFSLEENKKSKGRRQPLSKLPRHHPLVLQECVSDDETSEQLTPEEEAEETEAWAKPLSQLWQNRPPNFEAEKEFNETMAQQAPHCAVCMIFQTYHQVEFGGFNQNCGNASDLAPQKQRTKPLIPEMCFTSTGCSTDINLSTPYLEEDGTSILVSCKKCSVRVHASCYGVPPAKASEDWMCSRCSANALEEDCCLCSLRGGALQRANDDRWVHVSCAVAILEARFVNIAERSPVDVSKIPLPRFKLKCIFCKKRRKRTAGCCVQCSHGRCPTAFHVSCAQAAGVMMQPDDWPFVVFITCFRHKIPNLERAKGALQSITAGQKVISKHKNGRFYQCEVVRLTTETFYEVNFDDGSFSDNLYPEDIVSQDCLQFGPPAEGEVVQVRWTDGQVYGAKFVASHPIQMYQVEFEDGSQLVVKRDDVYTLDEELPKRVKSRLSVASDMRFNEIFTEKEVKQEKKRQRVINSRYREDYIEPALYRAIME
G9a inh = blocks human histone lysine methyltransferase G9a | G9a H3K9 monomethylation, AlphaScreen, 2 h | Potency, µM (highest dose often 102 µM), for the others: at the top dose activity, negative = inhibition, usual class: inhibitors | AID 504332 | Q96KQ7 | 8.8% of 350,000 active; note: % is set by controls: 0 for no effect and ±100 for the full control effect; nearly all actives have a fitted effect of over 75% in size
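AlphaScreen read-out: biotin-H3K9 peptide (500 nM) methylation by 20 nM enzyme with 20 uM SAM, 2 h at room temperature after 15 min compound preincubation; anti-monomethyl H3K9 antibody plus donor/acceptor beads, 10 min dark.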
BAZ2B block = blocks human BAZ2B | Q9UIF8 | AlphaScreen BAZ2B-H3K14Ac peptide displacement | Potency, µM (series often up to 114 µM), without a hit: top-dose activity change, negative = inhibition, usual class: inhibitors | 4.4% of 360,000 active | AID 504333; note: % is set by controls: 0 for no effect and ±100 for the full control effect; nearly all actives have a fitted effect of over 60% in size
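AlphaScreen displacement: compounds (up to 110uM) incubated 30 min at room temperature with a preformed 50 nM BAZ2B/50 nM biotinylated H3K14Ac peptide complex in PBS pH 7.4 with Tween-20. Donor and acceptor beads at 10 ug/mL final added, 20 min light-protected before reading.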
* = called active by the depositor; i = inactive; u = inconclusive; x = no result given; [ ] = dose if it differs, or a comment. Unless noted, calls come from the whole dose curve; as a rule, active = well fitted curve in the direction sought with a large enough effect; inconclusive = small, poorly fitted or top-dose-only effect, or another doubt; inactive = no such curve, though single readings can be large; an effect the other way counts as inactive or inconclusive. Potency is the fitted concentration of half-maximal effect.

Order of values: Tb PGK inh	GLS inhibitor	HP1b chromo inh	Pol iota inh	BLM helicase inh	Pin1 inh	JMJD2A Tudor	G9a inh	BAZ2B block
- COc1ccc(CNc2nc(-c3ccccc3)nn2C(=O)c2cccs2)cc1
→ 12%	-7%	49%[activator]	15%	-2%	6%	11%	30%	1%
- CCN(CC)c1ccc(C(=O)Nn2c(C)nc3ccccc3c2=O)cc1
→ x	4%	12%	5%	-3%	-2%	-18%	23%	-12%
- O=C(O)Cn1nc(-c2ccccc2)cc1-c1ccccc1
→ 3%	-13%	0%	97%[activator]	3%	-9%	u	x	5%
- O=C(CSc1ccccc1)NCC1(N2CCOCC2)CCCCC1
→ -4%	5%	43%[activator]	25%	x	-2%	-8%	-1%[59 µM]	-5%
- CC(C)(C)S(=O)N1Cc2ccc(CO)cc2[C@@H]1CCO (some centres undefined)
→ -8%	2%	78%[activator]	78%[activator]	x	-1%	-7%	x	x
- COc1ccc(OC)c(C2CC(=O)Nc3cc(OC)c(OC)c(OC)c32)c1 (centres undefined)
→ 1%	10%	6%	3%	-3%	-1%	u	-33%[59 µM]	-8%
- Cn1nc(C(F)(F)F)c2cc(C(=O)N3CCOCC3)sc21
→ 6%	10%	40%[activator]	-24%	0%	-1%	1%	-8%	-23%
- CCc1ccc(OC(=O)CSc2nnc(-c3ccc(OC)c(OC)c3)o2)cc1
→ 1%	-4%	23%	25%	-1%	-11%	-6%	-25%[59 µM]	u
- CCN1CCN(c2ccc(S(=O)(=O)N3CCOCC3)cc2NC(=O)c2ccc(C(F)(F)F)cc2)CC1
→ -2%	2%	10%	62%[activator]	x	4%	-16%	0%[0.501 µM]	11%
- O=c1cc(-c2ccc(O)cc2)oc2c1ccc1ccccc12
→ -10%	-7%	66%[activator]	-18%	x	u	-32%	-57%[59 µM]	-34%
- Cc1ccc(CC(=O)Nc2c(C(=O)N3CCN(c4ccccc4F)CC3)oc3ccccc23)cc1
→ i	-1%	20%	8%	-5%	2%	-29%	-50%[59 µM]	-30%
- C/C(CC(=O)Nc1ccc2c(c1)OCCO2)=N\NC(=O)COc1ccc(C)cc1
→ 4%	16%	12%	9%	-3%	-9%	-17%	1%	-10%
- CC(C)Cc1ccc(C(=O)NCCOc2ccccc2)o1
→ -8%	3%	1%	27%	-1%	0%	-9%	27%[59 µM]	1%
- O=C1NC[C@H](c2ccccc2)OC(=O)[C@H](Cc2ccc(F)cc2)C/C=C\C[C@H]1CC(=O)N(CCO)Cc1ccccc1
→ -4%	-1%	48%	16%	x	4%	-15%	x	x
- O=C(NCC1CCN(Cc2cccc(Cl)c2)CC1)Nc1ccc(F)c(Cl)c1
→ -9%	-1%	32%	7%	-5%	3%	-21%	-2%[59 µM]	u
- CN1C(=O)CCC2(c3ccccc3)CC=C(O)C=C12 (centres undefined)
→ -3%	-11%	23%[57 µM]	37%[activator]	x	0%	-9%	x	x
- Cc1nc2c(N=Nc3ccccc3F)c(N)nn2c(N)c1C#N
→ 3%	2%	33%	-6%	-4%	1%	-34%	x	u
- Cc1nc2ccc(NC(=O)c3cc(S(=O)(=O)N4CCOCC4)ccc3C)cc2s1
→ -1%	0%	22%	8%	-5%	37%[activator]	-17%	12%	9%
- CC1CN(C(=O)C2(C)CC2(Cl)Cl)CC(C)O1 (centres undefined)
→ 0%	3%	40%[activator]	2%	-10%	u	-1%	7%	0%
- COc1ccc(CN(C)C(=O)c2cc(S(=O)(=O)NCc3ccccc3)ccc2C)c(OC)c1
→ i	2%	16%	13%	x	2%	-34%	16%[12.7 µM]	6%
- CC(=O)Nc1ccc(NC(=O)c2c(C)nn(-c3ccccc3)c2-n2cccc2)cc1
→ -4%	6%	3%	14%	-10%	3%	-25%	-3%[59 µM]	-6%
- CC[C@]12c3[nH]c4ccccc4c3CCN1C(=O)C(CC(=O)NC/C=C(\C)CCC=C(C)C)C[C@@H]2C(=O)N1CCN(C(=O)C2CC2)CC1 (some centres undefined)
→ 0%	5%	-2%	10%	x	0%	u	x	x
- CCOC(=O)c1[nH]c2ccc(OC)cc2c1NC(=O)c1ccc(OC)c(OC)c1
→ 3%	-5%	27%	u	-3%	-6%	-5%	50µM*	-8%
- COC(=O)c1c(NC(=O)C2CC(C)=C(C)CC2C(=O)O)sc2c1CCCCC2 (centres undefined)
→ -3%	8%	11%	19%	0%	1%	-11%	u	-34%
- CS(=O)(=O)c1ccccc1-c1nnc(NC(=O)CCS(=O)(=O)c2ccc(Cl)cc2)o1
→ 6%	9%	45%[activator]	6%	x	0%	u	6%	u
- COc1ccc([C@H]2CC(=O)C=C(c3ccc(-c4ccccc4)c(F)c3)C2)cc1
→ -1%	1%	61%[activator]	21%	x	2%	-4%	14%[2.33 µM]	0%
- Cc1ccccc1NC(=O)c1cc2sccc2n1Cc1ccc(F)cc1
→ i	-4%	11%	6%	-6%	-3%	-19%	-29%[59 µM]	-13%
- Cn1c(SCc2ccc(C(C)(C)C)cc2)nnc1C1COc2ccccc2O1 (centres undefined)
→ 5%	1%	17%	u	-19%	2%	-4%	x	14%
- CCN(CC)C(=O)C1CCCN(Cc2ccccc2C(F)(F)F)C1 (centres undefined)
→ -1%	1%	u	7%	-2%	0%	4.5µM*	u	79µM*
- CCCCC1CCC(C(=O)N(C)CC(=O)Nc2cccc(F)c2)CC1 (centres undefined)
→ 9%	1%	17%	-1%	2%	1%	-10%	x	1%
- Cc1ccc(CNC(=O)C2CCCN(c3nc4ccccc4o3)C2)cc1 (centres undefined)
→ -9%	-14%	29%	u	0%	-2%	-14%	-11%	1%
- COc1ccc(CNc2nc(-c3ccco3)nn2C(=O)CC(C)C)cc1
→ i	5%	21%	-11%	-11%	-5%	14%	-43%[59 µM]	-20%
- CCC(=O)N1CCc2cc(S(=O)(=O)CCC(=O)N(C)c3ccc(OC)cc3OC)ccc21
→ i	-4%	32%	37%[activator]	3%	-2%	-2%	21%	-8%
- COc1ccc(N2CCN(c3oc(COc4ccccc4Cl)nc3C#N)CC2)cc1
→ 0%	14%	u	12%	-6%	2%	u	10µM*	7.9µM*
- CN(Cc1cc([N+](=O)[O-])ccc1Cl)C(=O)C[n+]1ccccc1
→ -9%	-4%	1%	7%	-15%	1%	-14%	0%	7%
- COc1cc(OC)c(S(=O)(=O)Nc2ccccc2C(=O)O)cc1S(=O)(=O)Nc1ccccc1C(=O)O
→ 2%	5.6µM*	18%	u	5%	-14%	u	x	-12%
- Cc1cc(C)n2nc(C(=O)Nc3cccnc3)nc2n1
→ -2%	5%	24%	5%	4%	-2%	-13%	-27%[12.7 µM]	16%
- O=C1CN(CC(=O)Nc2ccc(Cl)cc2)CCN1
→ -6%	8%	25%	-15%	2%	-1%	-6%	-3%	1%
- CCCC(=O)NC(C)c1nc2ccccc2n1CC (centres undefined)
→ -5%	-14%	39%[activator]	-2%	-2%	6%	-1%	-24%	10%
- Cc1ccc(C(=O)Nc2ccn(Cc3ccc(F)cc3)n2)o1
→ -7%	3%	20%	15%	5%	0%	-17%	-4%	12%

Ordered by the number under JMJD2A Tudor (high to low): three of the compounds above
Order of values: Tb PGK inh	GLS inhibitor	HP1b chromo inh	Pol iota inh	BLM helicase inh	Pin1 inh	JMJD2A Tudor	G9a inh	BAZ2B block
- CCCC(=O)NC(C)c1nc2ccccc2n1CC (centres undefined)
→ -5%	-14%	39%[activator]	-2%	-2%	6%	-1%	-24%	10%
- Cc1cc(C)n2nc(C(=O)Nc3cccnc3)nc2n1
→ -2%	5%	24%	5%	4%	-2%	-13%	-27%[12.7 µM]	16%
- Cc1ccc(C(=O)Nc2ccn(Cc3ccc(F)cc3)n2)o1
→ -7%	3%	20%	15%	5%	0%	-17%	-4%	12%

Next records
Order of values: Tb PGK inh	GLS inhibitor	HP1b chromo inh	Pol iota inh	BLM helicase inh	Pin1 inh	JMJD2A Tudor	G9a inh	BAZ2B block
- COc1cccc(/C=N/NC(=O)c2ccccc2)c1OS(=O)(=O)c1ccccc1
→ i	-7%	26%	26%	-7%	-1%	-14%	29%[59 µM]	1%
- O=S(=O)(Nc1ccc2oc(-c3ccccc3)nc2c1)c1ccccc1
→ x	1%	13%	7%	-9%	0%	-18%	x	-23%
- COc1ccc(Cn2c(SCc3ccc(C)cc3)nc3cc(OC)c(OC)cc3c2=N)cc1Cl
→ -3%	-4%	-21%	19%	-9%	8%	u	40µM*	u
- Cc1ccc(NC(=O)C2CCN(C(=O)c3ccco3)CC2)cc1
→ -6%	-8%	25%	45%[activator]	3%	2%	-11%	-6%[59 µM]	3%
- Cc1ccccc1Nc1nc(N)nc(CSc2ccccc2)n1
→ -4%	5%	22%	30%	-2%	-4%	-23%	11%[59 µM]	-3%
- COC(=O)c1c(NC(=O)CN2CCOCC2)sc2c1CCC(C)C2 (centres undefined)
→ i	-13%	-7%	-10%	-6%	-4%	-21%	-6%[59 µM]	x
- Fc1ccc2cnc(-c3ccccc3)c(-c3ccc(C(F)(F)F)cc3)c2c1
→ 1%	-6%	57%[activator]	2%	x	u	-6%	15%[0.501 µM]	3%
- CCOC(=O)CNC(=O)CSc1ncnc2c1cnn2-c1ccc(OC)cc1
→ -1%	7%	26%	3%	-4%	4%	-4%	-25%	-10%
- CCOC(=O)c1c(C)oc2nc(C)nc(NCC3CCN(Cc4cccc(C)c4)CC3)c12
→ i	-2%	-14%	-11%	-14%	7%	-28%	-34%[59 µM]	0%[57.1 µM]
- O=C(O)c1cccc2c1/C(=N/Nc1ccc([N+](=O)[O-])cc1[N+](=O)[O-])c1ccccc1-2
→ -19%	-13%	-12%	-23%	-2%	-17%	-23%	u	u
- CC(Cc1cnccn1)NC(=O)c1cc(COc2ccc(F)cc2F)on1 (centres undefined)
→ 2%	-3%	-7%	13%	0%	u	-23%	9%	-3%[57.1 µM]
- O=c1ccc(-c2ccc(S(=O)(=O)Nc3cccc([N+](=O)[O-])c3)s2)n[nH]1
→ i	5%	41%[activator]	u	-1%	-5%	-11%	71µM*	-31%
- O=C(Nc1cc(=O)[nH]c(=O)[nH]1)c1cccc(C(F)(F)F)c1
→ -2%	1%	39%	28%	0%	-11%	10%	23%[59 µM]	1%

Bioassay records deposited in PubChem by National Center for Advancing Translational Sciences (NCATS).

Some of the compounds tested; rates above refer to the full screens.
